Source: PubChem BioAssay (National Center for Advancing Translational Sciences (NCATS))
TR SRC2 fluor cs = alters Texas Red total fluorescence, flagging assay interference; Potency, µM (top dose mostly 106 µM), inactives show top-dose fluorescence change, negative = quenching; AID 1479; TRb/SRC2 Texas Red total fluorescence interference; 280,000 compounds, 0.29% hits; active = well fitted curve in either direction with a large enough effect; inconclusive = small, poorly fitted or top-dose-only effect
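Human TRb ligand-binding domain at 0.6 uM with 20 nM Texas Red SRC2 peptide in Tris buffer containing 1 uM T3 and 5% DMSO, incubated with compound 5 h at ambient temperature. Total fluorescence (555/632 nm) calculated as parallel + 2 × perpendicular.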
Tau fluor counter = counter-screen for tau fibril formation inhibitors. Potency, µM (doses to about 57.7 µM), for inactives: at the top dose activity change, negative = decrease. AID 1463. tau K18 P301L Alexa594 fluorescence, heparin fibrillization. 280,000 compounds, 0.93% hits; also: nearly all actives have a fitted effect of over 55% in size
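Human tau K18 P301L (15 uM unlabeled, 0.24 uM Alexa 594-labeled) in 100 mM sodium acetate pH 7 with 20 uM heparin, 6 hr at 37 C. ThT 30 uM added, 1 hr ambient; Alexa 594 FP and total fluorescence read at 555/632 nm.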
GLA spleen mod = inhibits or activates alpha-galactosidase in human spleen homogenate; P06280; human spleen homogenate, 4MU-alpha-Gal fluorescence, 40 min; 240,000 compounds, 0.008% hits; Potency, µM (titrated, usually from 80 µM), inactives show top-dose activity change, negative = inhibition, usual class: inhibitors;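 also: 0% = enzyme with vehicle and -100% = no enzyme basal signal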
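Human spleen homogenate (1 ug) was the enzyme source, with 4-methylumbelliferyl-alpha-D-galactopyranoside (1 mM final) in pH 5.0 citrate buffer with 0.01% Tween-20. Compounds were titrated; after 40 min at 37C, NaOH/glycine stop, 4-MU fluorescence read; AC50 from Hill fits.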
ALDH1A1 block = inhibitors of human aldehyde dehydrogenase 1A1; 220,000 compounds, 7.3% hits; AID 1030; Purified ALDH1A1, NADH fluorescence, propionaldehyde substrate; Potency, µM (top dose mostly 75.3 µM), without a hit: at the top dose activity, negative = inhibition, actives largely listed as inhibitors; active = well fitted inhibition curve with a large enough effect, not every such curve was filed as active; inconclusive = small, poorly fitted or top-dose-only effect, or another doubt; inactive = no such curve, though single readings can be large or run the other way;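 also: plate controls were no enzyme wells and a reference inhibitor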
Tau FP inhib = inhibitors of human tau fibril formation; P10636; K18 P301L tau heparin fibrillization, Alexa594 FP, 6 h; Potency, µM (top dose mostly 57.7 µM), inactives show at the top dose activity, negative = inhibition, actives largely listed as inhibitors; 280,000 compounds, 0.39% hits; AID 1468; also: nearly all actives have a fitted effect of over 55% in size
Target sequence (P10636 561-689 P618L limits assumed): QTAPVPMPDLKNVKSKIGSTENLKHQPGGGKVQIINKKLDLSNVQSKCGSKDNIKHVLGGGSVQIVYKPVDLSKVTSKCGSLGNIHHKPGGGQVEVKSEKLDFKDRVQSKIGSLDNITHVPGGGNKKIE
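Steps: dispense K18 P301L tau (15 uM plus 0.24 uM Alexa 594 tracer, final) in pH 7 sodium acetate; add compound; add heparin (20 uM final); incubate 6 hr, 37 C; add ThT (30 uM final); after 1 hr ambient, read FP.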
TRb-SRC2 inh = inhibitors of human thyroid hormone receptor beta-SRC2 interaction; 280,000 compounds, 0.065% hits; Potency, µM (highest dose often 106 µM), for inactives: top-dose activity change, negative = inhibition, hits mostly inhibitors; TRbeta-SRC2 peptide binding, fluorescence polarization; receptor liganded with 1 µM T3; AID 1469;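 also: plate controls were bound peptide for no effect and peptide without receptor for full effect; nearly all actives have a fitted effect of over 50% in size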
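A fluorescence polarization screen tested compounds at multiple concentrations against complex formation between 0.6 uM TRb ligand-binding domain and 20 nM Texas Red SRC2 peptide, with 1 uM T3 present; readout after 5 hr.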
Tau fibril ThT = blocks human tau fibril formation measured by thioflavin T. P10636. AID 1460. Potency, µM (titrated, usually from 57.4 µM), without a hit: at the highest dose activity, negative = inhibition, actives largely listed as inhibitors. 270,000 compounds, 2.1% hits. recombinant tau K18 P301L (four-repeat tau fragment), heparin-induced fibrillization, ThT fluorescence; also: nearly all actives have a fitted effect of over 55% in size
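Tau K18 P301L fragment (15 uM unlabeled plus 0.24 uM Alexa 594-labeled) in 100 mM sodium acetate pH 7 with compound, fibrillization induced by 20 uM heparin for 6 hr at 37 C. Thioflavin T (30 uM) added, fluorescence read after 1 hr (ex 450, em 510 nm).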
L3MBTL1 block = L3MBTL1 (human) inhibition | 230,000 compounds, 0.66% hits | Q9Y468 | AlphaScreen L3MBTL1–H3K9me1 peptide binding | Potency, µM (doses to about 57.1 µM), without a hit: at the highest dose activity, negative = inhibition, hits mostly inhibitors | AID 485360; also: nearly all actives have a fitted effect of over 60% in size
Target sequence (Q9Y468 whole entry, looked up): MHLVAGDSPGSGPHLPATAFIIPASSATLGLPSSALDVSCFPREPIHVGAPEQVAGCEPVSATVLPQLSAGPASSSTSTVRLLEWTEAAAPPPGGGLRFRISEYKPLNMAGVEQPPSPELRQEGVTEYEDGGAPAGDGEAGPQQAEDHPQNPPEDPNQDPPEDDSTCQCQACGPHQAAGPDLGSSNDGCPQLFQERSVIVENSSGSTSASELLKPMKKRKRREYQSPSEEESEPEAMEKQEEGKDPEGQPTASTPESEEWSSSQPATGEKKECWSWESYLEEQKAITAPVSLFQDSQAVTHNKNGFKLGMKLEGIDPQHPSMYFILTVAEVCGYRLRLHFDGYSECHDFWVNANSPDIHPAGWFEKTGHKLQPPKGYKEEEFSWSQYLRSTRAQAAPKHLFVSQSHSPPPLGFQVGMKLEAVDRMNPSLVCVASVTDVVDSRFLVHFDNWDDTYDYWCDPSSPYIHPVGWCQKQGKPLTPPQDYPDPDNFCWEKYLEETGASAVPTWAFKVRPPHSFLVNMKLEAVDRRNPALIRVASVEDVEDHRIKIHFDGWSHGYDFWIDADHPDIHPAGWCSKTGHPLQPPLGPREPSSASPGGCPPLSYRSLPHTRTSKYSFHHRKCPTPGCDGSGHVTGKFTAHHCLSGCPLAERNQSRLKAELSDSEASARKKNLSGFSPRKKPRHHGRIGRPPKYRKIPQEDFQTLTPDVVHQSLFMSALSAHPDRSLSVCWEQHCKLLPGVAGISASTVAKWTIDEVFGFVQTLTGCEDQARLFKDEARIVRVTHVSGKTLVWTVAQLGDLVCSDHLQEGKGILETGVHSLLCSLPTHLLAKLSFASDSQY
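L3MBTL1 (50 nM) pre-complexed 30 min with biotinylated H3(1-15)K9me1 peptide (75 nM), then compounds added for 30 min at room temperature; AlphaScreen streptavidin donor/nickel chelate acceptor beads (10 ug/mL final) read after 30 min dark incubation.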
* hit, by the source's call; ? = inconclusive; . = not tested or not shown; [ ] = another dose, or the depositor's remark. Unless noted, calls follow the shape of the dose curve; as a rule, active = well fitted curve in the direction sought with a large enough effect; inconclusive = small, poorly fitted or top-dose-only effect, or another doubt; inactive = no such curve, though single readings can be large; an effect the other way counts as inactive or inconclusive. Unless noted, % is scaled to controls: 0 for no effect and ±100 for the full control effect; potency is read from the fitted curve at half-maximal effect.

smiles,TR SRC2 fluor cs,Tau fluor counter,GLA spleen mod,ALDH1A1 block,Tau FP inhib,TRb-SRC2 inh,Tau fibril ThT,L3MBTL1 block
Cc1[nH]c2ccccc2c1C(=O)C(=O)N1CCN(C)CC1,-1.4%,1.6%,0.2%,2.0%,3.8%,-4.1%,-3.1%,19.2%
C=CCSC1=C(C#N)C(c2ccccc2Cl)CC(=O)N1 (stereo unspecified),-1.9%,-0.2%,-8.2%,25.1µM*,-1.7%,-3.9%,-4.7%,2.6%
CN(C)S(=O)(=O)c1cccc(NC(=O)c2cc(-c3cccs3)nc3ccccc23)c1,-1.2%[53 µM],-22.6%,?,?,?,1.3%[53 µM],10.3%,-0.8%
CN1C(=S)SC(N(O)C(=O)NC2CCCCC2)C1(C)C (stereo unspecified),0.2%,-10.6%,-2.9%,-12.1%,3.6%,-1.8%,-5.0%,3.7%
COc1ccc(Cl)cc1NC(=O)Cn1c(=O)n(Cc2ccco2)c(=O)c2cccnc21,-2.6%,-25.1%,.,.,?,-1.3%,10.2%,.
COc1ccc(-c2nnc3ccc(SCC(=O)Nc4nc5ccccc5s4)nn23)cc1OC,-18.5%,-17.1%,13.0%,-10.6%,?,0.1%,1.9%,9.5%
COc1ccc(NC(=O)Cn2cnc3c(cnn3-c3ccc(C)c(C)c3)c2=O)c(OC)c1,-2.3%,-6.5%,7.7%,?,-3.1%,5.8%,2.1%,-5.6%
COc1ccc(-c2ccc(C#N)c(SCC(=O)OCc3ccccc3)n2)cc1OC,-3.4%,?,?,?,-11.7%,5.0%,-11.1%,40.1%[activator]
COc1ccc(NC(=S)NC(=O)/C=C/c2ccco2)cc1,-1.8%,-26.6%,9.6%,7.08µM*,-14.8%,5.2%,?,.
Cc1cc(C)n2nc(SCC(=O)N(CC(C)C)c3c(N)n(CC(C)C)c(=O)[nH]c3=O)nc2n1,-1.9%,6.2%,-2.2%,1.9%,4.8%,-0.8%,4.6%,1.7%
CCOC(=O)CNS(=O)(=O)CCN1C(=O)c2ccccc2C1=O,2.0%,0.6%,12.8%,-3.5%,6.6%,4.8%,-9.5%,.
Cc1ccc2nc3c(c(C(=O)OC4CCOC4=O)c2c1)CCCC3 (stereo unspecified),-4.5%,-0.9%,3.2%,?,2.0%,-1.4%,3.2%,-27.5%
COC1C=CO[C@@]2(C)Oc3c(C)c(O)c4c(O)c(c5c(nc6cc(C)ccn65)c4c3C2=O)NC(=O)/C(C)=C\C=CC(C)C(O)[C@@H](C)C(O)C(C)[C@@H](OC(C)=O)C1C (stereo partly specified),-5.1%,-8.2%,-28.2%,-6.1%,-1.8%,-5.1%,?,.
Cc1ccnc2ccc(SC(F)(F)F)cc12,-0.2%,0.0%,-4.5%,2.4%,-6.3%,0.9%,4.0%,.
COCCCNC(=S)N1CCCN(c2nc3c(C)c(C)ccc3cc2C#N)CC1,-3.3%,3.0%[2.34 µM],-3.0%,-5.6%,4.4%,-2.0%,3.0%,6.9%
Cc1ccc(S(=O)(=O)N2CCN(C(=O)c3ccc(OCc4c(C)noc4C)cc3)CC2)cc1,1.5%,-11.5%,5.4%,-5.0%,4.4%,0.6%,-3.5%,.
CCOc1cccc(CNc2ccc(O)cc2)c1OCc1ccc(Cl)cc1Cl,3.8%,?,0.7%,22.4µM*,28.2µM*,25.1µM*,28.2µM*,?
CCOc1cc(C(=O)NC(C)C2CCCO2)cc(OCC)c1OCC (stereo unspecified),-1.1%,1.0%,-0.8%,?,4.0%,0.1%,1.5%,-4.2%
N/C(=N\OC(=O)c1ccc2ccccc2c1)c1ccccn1,-1.7%,-0.9%,-4.5%,2.5%,-6.4%,3.1%,-5.4%,-5.0%
Cc1cc(/C=C(\C#N)C(=O)NCc2ccco2)c(C)n1C1CCCC1,0.9%,-17.8%,-15.7%,?,2.0%,-18.5%,?,.
CCOC(=O)N1CCN(C(=O)CSc2nnc(-c3ccc(C(C)(C)C)cc3)o2)CC1,-3.0%,-12.9%,-1.1%,-3.1%,0.9%,1.8%,?,16.2%
O=C(OC1Cn2c(=O)ccc(=O)n2C1)c1ccccc1,-5.6%,9.7%,-1.4%,-7.3%,6.5%,5.6%,7.7%,-20.1%
CCOC(=O)c1ccc(Nc2nn3c(=O)c4ccccc4nc3s2)cc1,-8.8%,-17.0%,.,.,7.9%,-1.6%,-8.5%,.
COC(=O)c1sccc1NC(=O)Nc1cccc(C)c1,-1.6%,-23.0%,4.4%,-4.8%,?,7.3%,?,-5.4%
FC(F)(F)c1nc2ccccc2nc1N/N=C/c1c(Cl)cccc1Cl,-1.0%,-21.2%,2.7%,-6.5%,2.3%,3.2%,?,20.6%
N/C(=N\OC(=O)c1ccc2c(c1)OCO2)c1ccncc1,1.4%,14.1%,11.5%,.,13.6%,2.7%,.,.
Cn1c(CN2CCOCC2)nc2cc(NC(=O)c3ccc(Cl)cc3)ccc21,0.3%,0.3%,1.0%,-15.5%,3.3%,5.5%,-14.1%,-1.6%
CCOC(=O)CNC(c1ccccc1)c1cc(Br)ccc1NC(=O)c1ccc(Cl)cc1 (stereo unspecified),-10.1%,-7.1%,.,.,-4.7%,-8.3%,-1.1%,.
Cc1ccn2c(C(=O)NN=C3CCCCCCC3)c(C)nc2c1,-0.4%,3.6%,-3.8%,?,-11.3%,4.1%,-4.9%,0.8%
COc1ccc(C(=O)Nc2nccs2)cc1OC,0.4%,-1.3%,3.8%,2.8%,4.7%,-16.6%,-15.2%,.
CC(c1ccccc1)n1cc(C(=O)NCC2CCCO2)nn1 (stereo unspecified),-5.7%,4.7%,-5.1%,-0.2%,-3.6%,3.1%,5.6%,5.9%
COc1ccccc1/C=C(/C(=O)OCC(=O)Nc1ccccc1C)c1ccccc1,-2.3%,-6.6%,3.7%,?,-6.5%,-4.1%,1.5%,-9.9%
Cc1ccc(N(Cc2cc3cc(C)ccc3[nH]c2=O)S(=O)(=O)c2ccccc2)cc1,-0.2%,-17.6%,-0.4%,5.2%,-13.0%,4.7%,-4.0%,7.3%
CCOc1ccc(NC(=O)Cn2c(=O)n(Cc3nc(-c4ccccc4)no3)c(=O)c3cc4c(cc32)OCO4)cc1,-0.2%,-29.6%,.,.,?,-6.1%,2.9%,.
CCN(CC)c1ccc(/C=N/NC(=O)c2ccc3nc[nH]c3c2)cc1,-6.5%,?,0.1%,?,6.8%,0.3%,2.82µM*,-7.8%
COc1c(Cl)ccc(Cl)c1C(=O)O,1.1%[201 µM],-4.1%,-5.7%,?,1.8%,1.9%[201 µM],-2.4%,.
COC(=O)CSc1nnc(-c2sc3cc(OC)ccc3c2Cl)n1C,4.0%,6.0%,-4.5%,-2.1%,7.3%,4.1%,?,21.0%[11.4 µM]
CC1Cc2cc(/C(O)=C3/C(=O)C(=O)N(CCN4CCOCC4)C3c3cccc(O)c3)ccc2O1 (stereo unspecified),-3.5%,-6.0%,2.3%,?,2.7%,3.2%,-8.2%,6.7%
CCc1cccc(C)c1NC(=O)CSc1nnc(CCCOc2ccc(Cl)cc2Cl)n1C,1.3%,-18.2%,-2.8%,11.2%,-14.4%,-4.0%,?,0.0%
COc1ccc(-n2nc(C(=O)N3CCCCC3)c3ccccc3c2=O)cc1,-1.2%,5.2%,5.3%,7.1%,3.3%,-9.0%,3.9%,.
CSC1=NCCN1S(=O)(=O)c1ccc(F)cc1,2.2%,3.4%,6.6%,3.1%,0.3%,-5.8%,2.2%,.
CCCCc1c(O)nc(SCC(=O)c2ccccc2)n(-c2ccccc2C)c1=O,-2.1%,-4.8%,4.2%,.,-5.3%,-0.4%,-9.3%,9.4%
Cc1ccc(-c2ccc(/C=C(\C#N)C(=O)Nc3cc(C)nn3-c3ccccc3)o2)cc1,-1.4%,-12.5%,-1.2%,10.9%,4.6%,-8.5%,3.1%,-3.6%
O=C(NCc1ccccc1)C(c1ccc(F)cc1)N(Cc1cccs1)C(=O)c1cnccn1 (stereo unspecified),?,-13.4%,6.2%,23.6%,2.4%,-4.2%,-4.1%,8.4%
CCn1nc2cc(C(=O)NCCc3cccs3)ccc2c1OC,-3.8%,2.1%,-6.5%,15.3%,-1.7%,-6.5%,7.0%,-17.4%
COc1ccc(NC(=O)C2=C(C)Nc3nc(CCCO)nn3C2c2ccc(O)cc2)cc1 (stereo unspecified),-17.4%,2.7%,.,.,1.8%,4.5%,-3.3%,.
O=C(NCC1CCCCC1)C12CN(Cc3ccccc3)CC1C(c1cccc([N+](=O)[O-])c1)=NO2 (stereo unspecified),0.6%,-17.2%,0.9%,?,8.4%,15.5%,-7.9%,-15.0%
CC(C)(C)NCCOCCOc1ccccc1-c1ccccc1,0.4%,1.6%,-10.1%,25.1µM*,-1.8%,-7.8%,9.1%,-8.6%

Some of the entries above in another layout:
Every second line gives: TR SRC2 fluor cs	Tau fluor counter	GLA spleen mod	ALDH1A1 block	Tau FP inhib	TRb-SRC2 inh	Tau fibril ThT	L3MBTL1 block
> CCCCc1c(O)nc(SCC(=O)c2ccccc2)n(-c2ccccc2C)c1=O
  -2.1%	-4.8%	4.2%	.	-5.3%	-0.4%	-9.3%	9.4%
> Cc1ccc(-c2ccc(/C=C(\C#N)C(=O)Nc3cc(C)nn3-c3ccccc3)o2)cc1
  -1.4%	-12.5%	-1.2%	10.9%	4.6%	-8.5%	3.1%	-3.6%
